# Screening results from PubChem.
# Yeast superoxide – reduction of superoxide in aged yeast, primary screen, HTS. S. cerevisiae aged cells, superoxide DHE fluorescence; active compounds read low. superoxide response (% of plate mean), % at 10 µM. hit rate 0.18% among 330,000. AID 2690, 2010;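 active = superoxide response under a set limit, about three screen SD below normal, cut at about 65% in these data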;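 note: yeast aged for seven days with compound at 30 °C before DHE staining; 100% = average MFI of all compound-treated wells on the plate with controls excluded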
# procasp7 counter – procaspase-7 activators, primary screen, counter-screen for procaspase-3 activator project, biochemical, absorbance, HTS, human | Caspase-7 (Homo sapiens), P55210 | activation, % at 8.5 µM | recombinant procaspase-7, Ac-DEVD-pNA absorbance 405 nm; D23A/D198A/D206A triple mutant, cannot self-cleave; scale: DMSO 0, 5 µM enzyme 100 | hit rate 0.093% among 330,000;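 active = percent activation above the screen-wide mean plus 3 SD, cut at about 25% in these data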
# Target sequence (P55210 whole entry D23A/D198A/D206A): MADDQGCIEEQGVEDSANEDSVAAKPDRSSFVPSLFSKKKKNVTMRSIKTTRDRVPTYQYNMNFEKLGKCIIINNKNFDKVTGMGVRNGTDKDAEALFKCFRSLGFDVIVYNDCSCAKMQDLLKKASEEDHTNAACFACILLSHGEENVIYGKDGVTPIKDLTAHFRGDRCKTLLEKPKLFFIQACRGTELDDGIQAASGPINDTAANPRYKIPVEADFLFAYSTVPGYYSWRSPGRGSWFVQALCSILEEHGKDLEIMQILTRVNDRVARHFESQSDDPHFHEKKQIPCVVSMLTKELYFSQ
#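 Detection: p-Nitroaniline absorbance at 405 nm, read at 0 and 120 min; system: Uncleavable procaspase-7 mutant enzyme; evaluation: % activation from two-timepoint absorbance difference, scaled to controls; times: 1 h enzyme–compound preincubation and 2 h substrate reaction, both 25 °C; buffer or medium: Zinc-free HEPES pH 7.4 with 300 mM NaCl, 0.01% Triton X-100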
# LAP4-GFP MLPCN – modulators of LAP4-GFP expression in yeast, primary screen, S. cerevisiae, multiplex flow cytometry, MLPCN library; 3 h; median GFP as percent of DMSO wells; GFP response vs DMSO, % at 10 µM; hit rate 0.34% among 320,000; AID 2023, 2009;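 active = GFP response vs DMSO above a set limit, about the screen mean plus 3 SD, cut at about 150% in these data; inconclusive = under 70 cell events counted for the yeast strain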
# RPL19A-GFP yeast – RPL19A-GFP expression modulators in yeast, primary screen, cell-based, S. cerevisiae, multiplex flow cytometry, MLPCN. S. cerevisiae RPL19A-GFP strain, 3 h; active compounds read low. percent response vs DMSO, % at 10 µM. hit rate 0.3% among 330,000. AID 2025, 2009;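 active = percent response vs DMSO below 50%; inconclusive = fewer than 70 events counted for the yeast strain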;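 note: median channel GFP fluorescence of the barcoded RPL19A-GFP strain; ratio of sample median GFP to plate DMSO average so 100% = DMSO; lower means less RPL19A-GFP as with rapamycin TOR inhibition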
# AHR act – AHR activators, primary screen, cell-based, luminescence, luciferase reporter, human. hit rate 2.5% among 320,000. Aryl hydrocarbon receptor (Homo sapiens), P35869. activation, % at 5 µM. AHR-responsive luciferase reporter cells; in the data active = activation above about 47%;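 note: 0% = vehicle wells and 100% = reference agonist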
# MEP2 TOR yeast – modulators of MEP2-GFP levels in yeast, primary screen, S. cerevisiae, multiplex flow cytometry, MLPCN library | S. cerevisiae MEP2-GFP strain, 3 h; 100% = DMSO control level | GFP response vs DMSO, % at 10 µM | hit rate 0.51% among 330,000 | AID 2016, 2009;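 active = GFP response versus DMSO above a set limit, roughly screen mean plus 3 SD, cut at about 180% in these data; inconclusive = fewer than 70 cells counted for a yeast strain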;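 note: median GFP fluorescence of the barcode-gated MEP2-GFP cells per well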
# JMJD2C inh – inhibitors of GASC-1 histone demethylase, primary screen, biochemical, fluorescence, DELFIA europium; Lysine-specific demethylase 4C (Homo sapiens), Q9H3R0; GST-JMJD2C(1-420) H3K9me3 demethylation; inhibition, % at 2.35 µM; AID 2099, 2009; hit rate 0.069% among 330,000;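 active = more than half of a compound's replicate wells show inhibition beyond 50%, single wells judged on their own value; inconclusive = some, but no more than half, of replicates pass 50% inhibition; inactive = no replicate passes 50% inhibition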;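 note: signal counts dimethyl H3K9 product captured on neutravidin plate; 0% = median of DMSO wells and 100% = 0.3 times that DMSO median; strong numbers were not always called active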
# Target sequence (Q9H3R0 1-420 limits assumed): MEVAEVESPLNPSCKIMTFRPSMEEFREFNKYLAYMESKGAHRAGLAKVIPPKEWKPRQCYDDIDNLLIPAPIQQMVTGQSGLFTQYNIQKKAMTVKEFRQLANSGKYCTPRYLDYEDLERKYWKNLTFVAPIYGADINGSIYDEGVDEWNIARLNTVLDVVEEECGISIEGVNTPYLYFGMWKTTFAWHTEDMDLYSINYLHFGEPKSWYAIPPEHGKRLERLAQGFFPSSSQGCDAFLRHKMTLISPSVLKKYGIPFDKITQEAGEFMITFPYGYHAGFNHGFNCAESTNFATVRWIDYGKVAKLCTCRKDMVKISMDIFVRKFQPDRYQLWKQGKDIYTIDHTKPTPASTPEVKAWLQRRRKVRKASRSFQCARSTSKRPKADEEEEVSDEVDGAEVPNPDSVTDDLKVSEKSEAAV
# proCasp3 act – activators of human procaspase-3 D3A mutant, primary screen, biochemical, absorbance, PC-3 D3A mutant, single concentration. Caspase-3 (Homo sapiens), P42574. recombinant procaspase-3 D3A, Ac-DEVD-pNA absorbance 405 nm. activation, % at 8.5 µM. hit rate 0.11% among 330,000. AID 463141, 2010;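 active = activation above the mean of all tested compounds plus 3 SD, cut at about 21% in these data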;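 note: 0% = DMSO alone and 100% = DMSO wells spiked with extra 5 µM PC-3 D3A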
# Target sequence (P42574 whole entry D9A/D28A/D175A): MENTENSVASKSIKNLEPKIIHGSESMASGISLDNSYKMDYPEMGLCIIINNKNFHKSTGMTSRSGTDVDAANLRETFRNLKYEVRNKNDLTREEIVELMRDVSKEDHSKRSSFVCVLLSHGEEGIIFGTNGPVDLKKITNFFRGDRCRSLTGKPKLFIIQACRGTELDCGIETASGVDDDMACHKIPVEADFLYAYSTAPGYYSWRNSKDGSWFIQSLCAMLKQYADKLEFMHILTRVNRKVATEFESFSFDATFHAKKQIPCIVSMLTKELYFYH
#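 material = Procaspase-3 D3A mutant | probe or stimulus = Ac-DEVD-pNA | compound = single dose, 8.5 µM nominal compound, 0.8% DMSO | timing = 1 h preincubation, 2 h reaction | measured by = 405 nm absorbance of p-nitroaniline, reads at 0 and 120 min | benchmarks = DMSO-only low control, 5 µM PC-3 D3A high control | repeats = singlicate, each compound tested once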
# The depositor's hits bear a star; i = inactive; ? = inconclusive; [ ] = dose if it differs, or a comment.
canonical_smiles,Yeast superoxide,procasp7 counter,LAP4-GFP MLPCN,RPL19A-GFP yeast,AHR act,MEP2 TOR yeast,JMJD2C inh,proCasp3 act
O=C(CSc1ccccc1)NCc1ccccn1,107,-5,83,101,3,96,2,1
C#CCOCCOCCOCCNc1nc(OC)nc(N2CCN(C(=O)[C@H](CCC(=O)O)n3cc(C(N)CO)nn3)CC2)n1 (stereo partly drawn),110,-9,125,94,-1,97,1,1
CCOP(=O)(c1ccc(N(C)C)cc1)C(O)c1ccccc1F (stereo not drawn),97,4,94,107,1,108,-12,12
CCc1ccccc1Nc1nc(N)nc(CSCC(=O)Nc2ccc(C)c(C)c2)n1,94,-8,91,105,11,98,-1,4
CC(=O)c1cccc(NC(=O)CSc2ccc(-c3ccco3)nn2)c1,105,-10,101,103,8,110,-1,-5
Cn1c(N)c(S(=O)(=O)NCc2ccccc2Cl)c(=O)n(C)c1=O,125,-3,104,106,-2,111,-5,2
CC(C)(O)CC[C@@H](O)[C@](C)(O)C1CC[C@@]2(O)C3=CC(=O)[C@]4(O)C[C@@H](O)[C@@H](O)C[C@]4(C)C3CC[C@]12C (stereo partly drawn),101,1,106,103,-1,109,-4,4
CNC1=CC(=O)CC(c2ccccc2)C1 (stereo not drawn),99,8,105,92,0,95,2,2

# The list continues:
canonical_smiles,Yeast superoxide,procasp7 counter,LAP4-GFP MLPCN,RPL19A-GFP yeast,AHR act,MEP2 TOR yeast,JMJD2C inh,proCasp3 act
O=C(COC(=O)/C=C/c1ccc(Cl)cc1)Nc1ccc2c(c1)OCCO2,86,-1,99,102,2,110,0,-3
Cc1ccc(NC(=O)c2cc(S(=O)(=O)N3CCCC3)cn2C)cc1,83,-4,103,104,6,101,-20,-5
COC(=O)CSc1nnc(-c2sc3ccccc3c2Cl)o1,109,-4,122,101,-11,128,-2,-8
COc1cccc(CN2CCN(CCCc3ccccc3)C(CCO)C2)c1O (stereo not drawn),84,4,89,101,-1,101,-6,4
O=C(NCCOC(=O)c1ccc(Cl)cc1)c1cccnc1,100,1,92,93,3,94,-14,-9
Cc1nc(SCC(=O)c2cc3ccccc3oc2=O)c(C#N)c(-c2ccccc2)c1C(=O)Nc1ccccc1,93,5,90,101,3,101,4,1
COc1cc(OC)c(OC)cc1CN1CCCC(C(=O)c2ccccc2SC)C1 (stereo not drawn),103,14,108,97,2,91,88,2
O=C(NC1CCCC1)c1cc2c(ccc3ccccc32)o1,118,0,107,97,112*,103,11,8

# Of the compounds above, 4 contain a Cl atom.
canonical_smiles,Yeast superoxide,procasp7 counter,LAP4-GFP MLPCN,RPL19A-GFP yeast,AHR act,MEP2 TOR yeast,JMJD2C inh,proCasp3 act
Cn1c(N)c(S(=O)(=O)NCc2ccccc2Cl)c(=O)n(C)c1=O,125,-3,104,106,-2,111,-5,2
O=C(COC(=O)/C=C/c1ccc(Cl)cc1)Nc1ccc2c(c1)OCCO2,86,-1,99,102,2,110,0,-3
COC(=O)CSc1nnc(-c2sc3ccccc3c2Cl)o1,109,-4,122,101,-11,128,-2,-8
O=C(NCCOC(=O)c1ccc(Cl)cc1)c1cccnc1,100,1,92,93,3,94,-14,-9

# (cont.)
canonical_smiles,Yeast superoxide,procasp7 counter,LAP4-GFP MLPCN,RPL19A-GFP yeast,AHR act,MEP2 TOR yeast,JMJD2C inh,proCasp3 act
O=C(O)CCCn1cc(NC(=O)COc2ccccc2F)cn1,93,-2,100,100,3,102,1,-4
COc1cccc(-c2nc(CS(=O)(=O)CC(=O)N3CCN(C4CCCCC4)CC3)c(C)o2)c1,143,0,100,97,5,98,-6,5
Cc1cccc(C2Nc3ccccc3C(=O)N2NC(=O)c2ccc([N+](=O)[O-])cc2)n1 (stereo not drawn),96,4,91,99,0,109,2,-5
CSc1ncccc1C(=O)OCC(=O)NC1CCCCC1,100,-8,100,95,0,102,-2,9
Cc1cc2c(s1)CCCCC(=O)N2,98,10,107,100,3,103,2,7
N#Cc1c(N)nc2c(c1-c1ccc(Br)s1)CCCC2,85,8,89,97,1,90,5,0
O=C(CN1C(=O)C2C3C=CC(C3)C2C1=O)Nc1cccc(S(=O)(=O)N2CCCC2)c1 (stereo not drawn),93,5,87,97,1,102,4,6
CCCN(CCC)C(=O)CC(c1ccccc1)c1cc(C)ccc1O (stereo not drawn),85,3,105,101,-2,101,7,-3

# More entries follow.
canonical_smiles,Yeast superoxide,procasp7 counter,LAP4-GFP MLPCN,RPL19A-GFP yeast,AHR act,MEP2 TOR yeast,JMJD2C inh,proCasp3 act
COc1ccc(-c2nsc3c(N4CCN(S(=O)(=O)c5ccccc5F)CC4)ncnc23)cc1,96,10,98,98,0,106,-13,10
CCN(CC)CCOc1nc(C)nc2c1oc1ccccc12,103,2,93,105,15,109,3,-5
COc1ccc(CNC2CCN(Cc3ccccc3)CC2)cc1,96,-4,81,96,0,94,10,3
COc1ccc(C2CCCN2C(=O)Nc2ccc(C)c(C)c2)cc1OC (stereo not drawn),100,0,94,101,1,95,-8,-6
COc1ccc(NC(=O)c2ccco2)cn1,97,-6,96,99,-1,97,7,-5
CCN(CC)c1ccc(NC(=O)COC(=O)CCC(=O)c2ccc(F)cc2)cc1,98,-10,102,99,16,100,8,-5
O=S(=O)(N/N=C/c1ccc(Cl)cc1)c1ccc(Cc2ncc(C(F)(F)F)cc2Cl)s1,92,1,99,102,13,105,7,4
O=c1nc2s/c(=C\c3ccco3)c(=O)n2nc1Cc1ccc(F)cc1,114,0,99,98,1,91,2,-4

# Following part
canonical_smiles,Yeast superoxide,procasp7 counter,LAP4-GFP MLPCN,RPL19A-GFP yeast,AHR act,MEP2 TOR yeast,JMJD2C inh,proCasp3 act
CC(=O)Nc1ccc(C(=O)OCc2ccccc2Cl)cc1,116,3,99,108,-1,95,4,-8
O=C(O)/C(=C\c1cccs1)c1ccc(F)cc1,98,6,112,106,-1,110,-10,0
Cc1nnc(SCc2cc(=O)[nH]c(/N=C(\N)Nc3ccccc3)n2)s1,101,4,104,100,11,102,5,2
Cc1ccc(S(=O)(=O)NN2C(=O)c3ccccc3NC2C)cc1 (stereo not drawn),115,4,100,104,2,106,0,-3
O=C(NCc1ccco1)c1ccc(S(=O)(=O)N2CCCCC2)cc1,100,2,93,98,-2,101,2,10
O=C(CCN1c2ccccc2Sc2ccccc21)OCc1nnc(-c2ccccc2)o1,134,-3,102,97,1,108,-1,15
COc1ccccc1C1(O)C(=O)Nc2ccc(C)cc21 (stereo not drawn),106,12,96,98,3,98,9,3
COc1ccc(-c2cc(CNC(C)=O)on2)cc1,109,5,100,98,4,108,26,1

# (listing goes on)
canonical_smiles,Yeast superoxide,procasp7 counter,LAP4-GFP MLPCN,RPL19A-GFP yeast,AHR act,MEP2 TOR yeast,JMJD2C inh,proCasp3 act
CN1CCN(Cc2nc3c(c(=O)[nH]c(=O)n3C)n2Cc2c(F)cccc2Cl)CC1,101,1,112,101,-3,96,3,7
COc1ccc(CNCc2ccncc2)c(OC)c1,98,-2,92,104,14,108,-15,-1
Cc1cc(C)c(C#N)c(N2CCN(S(=O)(=O)Cc3ccccc3)CC2)n1,93,-12,105[may fluoresce green],96[may fluoresce green],16,104[may fluoresce green],11,-1
Oc1ccccc1/C=N/n1cnn(Cc2ccccc2Cl)c1=S,83,3,111,103,0,114,7,-6
COc1ccc(S(=O)(=O)N2CCOC2CNC(=O)C(=O)NCCN(C)C)cc1 (stereo not drawn),99,4,92,104,1,101,-4,3
O=C(c1cc2c(s1)CCCC2)N1CCN(C(=O)C2CCCO2)CC1 (stereo not drawn),112,-10,99,96,6,97,19,-1
COc1ccc(-c2oc(=O)c3cc(OC)c(OC)cc3c2-c2cc(F)cc(OC)c2)cc1,102,8,96,95,0,86,-3,-2
O=C(CCC(=O)Nc1ccccc1Cl)N/N=C/c1c[nH]c2ccccc12,110,8,93,101,25,101,7,3

# Later entries.
canonical_smiles,Yeast superoxide,procasp7 counter,LAP4-GFP MLPCN,RPL19A-GFP yeast,AHR act,MEP2 TOR yeast,JMJD2C inh,proCasp3 act
CCn1c(SCC(=O)c2ccc(Cl)cc2)nnc1C(C)C,92,-4,85,97,10,96,-11,-11
CC1CN(C(=O)c2cccc(S(=O)(=O)N3CCN(c4ccc(F)cc4)CC3)c2)CC(C)O1 (stereo not drawn),105,9,85,76,1,97,15,0
CCOC(=O)c1nnn(CC(=O)N2N=C(c3cccc4ccccc34)CC2c2ccccc2)c1C(=O)OCC (stereo not drawn),100,7,102,97,9,101,-5,-14
Cn1c(=O)n(Cc2ccccc2)c(=O)c2c1nc1n2CCCN1Cc1ccccc1,108,7,105,97,3,125,0,-2
CN1CCN(Cc2nc3c(c(=O)[nH]c(=O)n3C)n2CCc2ccccc2)CC1,98,4,99,104,10,97,-18,7
Cc1cccc(-c2c3c(=O)n(C)c(=O)n(C)c3cn2CCO)c1,106,2,90,90,-1,89,28,-8
COc1cccc2sc(Nc3nnc(-c4cccs4)o3)nc12,89,4,106,99,106*,90,?,9
O=C(Oc1ccc(-c2nnco2)cc1)c1ccco1,96,1,94,100,-1,99,8,7

# Complete entries, quoted from the list:
# Record of `CN1CCN(Cc2nc3c(c(=O)[nH]c(=O)n3C)n2CCc2ccccc2)CC1` = Yeast superoxide = 98; procasp7 counter = 4; LAP4-GFP MLPCN = 99; RPL19A-GFP yeast = 104; AHR act = 10; MEP2 TOR yeast = 97; JMJD2C inh = -18; proCasp3 act = 7
# Record of `O=C(Oc1ccc(-c2nnco2)cc1)c1ccco1` = Yeast superoxide = 96; procasp7 counter = 1; LAP4-GFP MLPCN = 94; RPL19A-GFP yeast = 100; AHR act = -1; MEP2 TOR yeast = 99; JMJD2C inh = 8; proCasp3 act = 7

# Next part
canonical_smiles,Yeast superoxide,procasp7 counter,LAP4-GFP MLPCN,RPL19A-GFP yeast,AHR act,MEP2 TOR yeast,JMJD2C inh,proCasp3 act
O=C(COc1ccccc1[N+](=O)[O-])N/N=C/c1ccccn1,97,-2,95,101,15,102,-4,6
O=C(CSc1nnc(-c2ccco2)n1Cc1ccco1)N1CCOCC1,102,-3,96,96,-2,99,i,5
Cc1sc2nc(CN3CCN(c4ccc(O)cc4)CC3)[nH]c(=O)c2c1C,113,-40,98,106,4,97,-21,-6
O=C(NCc1cccc2ccccc12)Nc1ccccc1,108,13,91,103,-9,96,0,5
S=C(NCCN1CCOCC1)NC1CCCCC1,108,-3,94,96,5,93,42,-14
CCOC(=O)c1ccc(COC(=O)c2cc3ccccc3oc2=O)o1,109,14,107,102,0,108,1,-9

# The order is random (roughly 3.8% active in at least one column).
